Assay outcomes from PubChem.
HCMV inh = blocks human cytomegalovirus replication | HFF cells, HCMV-luciferase reporter, 72 h; hits give low values | activity change, negative = inhibition, % at 57.5 µM | AID 1259415 | actives 4.5% (n = 410,000); in the data active means activity change below about -60%; inconclusive means no clear call, values can overlap the other calls; inactive means above about -39%
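Luciferase read-out from HCMV-luciferase-infected HFFs (MOI 1 PFU/cell) 72 h post infection at 37C; compounds added after 16 h cell attachment; activity normalized between buffer-only basal and Salinomycin (10uM) inhibitor controls.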
AmpC inh no detg = inhibitors of E. coli AmpC beta-lactamase without detergent | actives 0.52% (n = 330,000) | Potency, µM (top dose mostly 57.1 µM), for inactives: at the top dose activity change, negative = inhibition, usual class: inhibitors | AmpC nitrocefin hydrolysis, absorbance 480 nm, 0.0001% Triton;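 further: potency means the concentration at half of the fitted maximal effect; plate controls were no compound for no effect and no enzyme for full effect; nearly all actives have a fitted effect of over 20% in size; some results filed as inactive show a strong effect at the top dose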
Target sequence (P00811 whole entry, looked up): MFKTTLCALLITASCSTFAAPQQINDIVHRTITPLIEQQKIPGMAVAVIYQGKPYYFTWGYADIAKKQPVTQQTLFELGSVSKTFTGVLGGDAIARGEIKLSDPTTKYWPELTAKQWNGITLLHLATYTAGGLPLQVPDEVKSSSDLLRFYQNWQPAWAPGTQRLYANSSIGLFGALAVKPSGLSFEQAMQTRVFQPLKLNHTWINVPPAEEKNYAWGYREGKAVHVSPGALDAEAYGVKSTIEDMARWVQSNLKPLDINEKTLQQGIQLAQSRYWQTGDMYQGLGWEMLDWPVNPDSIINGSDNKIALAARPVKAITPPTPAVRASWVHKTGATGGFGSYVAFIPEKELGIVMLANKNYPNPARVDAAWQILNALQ
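20 mM phosphate pH 7.0 + 0.01% (detergent screen) or 0.0001% Triton X-100; 5.3 nM AmpC reagent; cpd preinc 15 min RT; nitrocefin (800 uM stock) to start; A480 q20 s × 4 min; Activity was normalised to no-enzyme and no-compound control wells.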
FBPA Giardia inh = inhibitors of Giardia lamblia fructose-1,6-bisphosphate aldolase. A8B2U2. purified Giardia FBPA. Potency, µM (titrated, usually from 59.6 µM), for inactives: top-dose activity, negative = inhibition, most hits filed as inhibitors. actives 0.71% (n = 290,000); further: potency means the concentration at half of the fitted maximal effect; nearly all actives have a fitted effect of over 55% in size
Target sequence (A8B2U2 whole entry, looked up): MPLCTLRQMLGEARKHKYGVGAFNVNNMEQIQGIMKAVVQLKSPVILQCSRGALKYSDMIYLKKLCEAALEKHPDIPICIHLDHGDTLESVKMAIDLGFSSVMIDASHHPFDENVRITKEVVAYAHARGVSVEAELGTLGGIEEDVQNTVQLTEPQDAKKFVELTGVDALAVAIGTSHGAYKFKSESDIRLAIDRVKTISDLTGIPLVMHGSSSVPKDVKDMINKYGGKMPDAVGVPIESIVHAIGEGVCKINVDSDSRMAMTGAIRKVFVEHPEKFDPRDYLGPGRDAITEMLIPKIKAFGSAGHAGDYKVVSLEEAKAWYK
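Giardia FBPA (40 nM reagent) was preincubated 10 min at RT with compound (up to 57.5 uM final), then substrate plus GAPDH/TPI/NAD/arsenate coupling system with diaphorase/resazurin was added; resorufin fluorescence (525/598 nm) was read after 20 min.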
AMA1-RON2 inh = AMA1-RON2 (P. falciparum) interaction inhibition | AlphaScreen AMA1-biotinylated RON2 peptide binding | Potency, µM (doses to about 58.2 µM), inactives show top-dose activity change, negative = inhibition, usual class: inhibitors | actives 0.2% (n = 360,000);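 further: potency means the concentration at half of the fitted maximal effect; 0% = vehicle wells and -100% = peptide control; nearly all actives have a fitted effect of over 45% in size; some results filed as inactive show a strong effect at the top dose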
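AMA1 (3D7) with his tag at 25 nM final met compounds first, then biotinylated RON2 peptide at 25 nM; detection used donor plus acceptor beads, 10 µg/mL apiece, read by AlphaScreen after 30 min at room temperature.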
AmpC inh detg = blocks E. coli AmpC beta-lactamase in detergent assay | P00811 | AmpC hydrolysis of nitrocefin, absorbance 480 nm, 0.01% Triton | Potency, µM (titrated, usually from 114 µM), for inactives: at the top dose activity change, negative = inhibition, usual class: inhibitors | actives 0.041% (n = 370,000);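 further: potency means the concentration at half of the fitted maximal effect; 0% = no-compound wells and -100% = no-enzyme wells; nearly all actives have a fitted effect of over 25% in size; some results filed as inactive show a strong effect at the top dose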
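AmpC (5.3 nM in the dispensed reagent) in 20 mM phosphate pH 7.0 with 0.01% (detergent screen) or 0.0001% Triton X-100 was preincubated with compounds for 15 min at room temperature. Nitrocefin was then added from an 800 uM solution, and hydrolysis was followed at 480 nm.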
Sm TGR inh = blocks Schistosoma mansoni thioredoxin glutathione reductase. Q962Y6. purified TGR, DTNB reduction, TNB absorbance 405 nm. Potency, µM (series often up to 114 µM), inactives show top-dose activity change, negative = inhibition, most hits filed as inhibitors. actives 3% (n = 360,000). AID 485364; further: potency means the concentration at half of the fitted maximal effect; nearly all actives have a fitted effect of over 60% in size
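First, TGR (20 nM dispensed) and NADPH were mixed with compound. Second, a 15 min room-temperature incubation followed. Third, further NADPH and then DTNB were added to start the reaction. Finally, TNB absorbance was monitored kinetically.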
Active calls of the source: *; ? = inconclusive; nt = not tested or not shown; [ ] = remark or other dose. Unless noted, the call rests on the fitted dose curve; in most records, active means well fitted curve in the direction sought with a large enough effect; inconclusive means small, poorly fitted or top-dose-only effect, or another doubt; inactive means no such curve, though single readings can be large; an effect the other way counts as inactive or inconclusive. Unless noted, on the % scale 0 is the no-effect control and ±100 the full control effect. Random draw from the library. Share with any hit: about 7.8%.

1	O=C1c2ccccc2C(=O)N1Cc1cnc(N2CCN(c3ccccc3)CC2)s1
2	CN1CCN(c2ncnc3c2c(-c2ccccc2)cn3-c2ccc(F)cc2)CC1
3	O=C1C=C(Nc2cccc(Cl)c2)CC(c2ccco2)C1 (stereo unspecified)
4	Cc1c(NC(=O)c2cccs2)cccc1C(=O)O
5	CCCCNc1ccc(-c2nc(-c3ccco3)no2)cc1[N+](=O)[O-]
6	Cc1ccc(NC(=O)Cn2cc(S(=O)(=O)Cc3ccc(F)cc3)c3ccccc32)cc1Cl
assay / entry	1	2	3	4	5	6
HCMV inh	-35	46	?	74	75	?
AmpC inh no detg	-19%	213%[activator]	-23%	-5%	nt	nt
FBPA Giardia inh	-2%	2%	-4%	2%	nt	nt
AMA1-RON2 inh	-3%	?	-6%	-3%	nt	nt
AmpC inh detg	-14%	-4%	4%	-4%	13%	8%
Sm TGR inh	0%	-11%	4%	13%	5%	1%

7	COc1ccc(-c2nc(CSc3nncn4c3cc3sccc34)c(C)o2)cc1OC
8	COc1ccc(C(=O)NC(=O)Nc2ncccc2C)cc1
9	COc1ccc(NC(=S)c2ccncc2)cc1
10	CC(=O)c1c(O)c(C)c(-c2ccccc2)n(-c2ccccc2)c1=O
11	O=C(Nc1cc(N2CCOCC2)ncn1)c1ccc(F)cc1
12	CCOC(=O)N1CCN(S(=O)(=O)c2ccc(F)c(C(=O)Nc3cccc(C)c3C)c2)CC1
assay / entry	7	8	9	10	11	12
HCMV inh	?	35	-15	27	-38	9
AmpC inh no detg	nt	-4%	-14%	-23%	-10%	21%
FBPA Giardia inh	nt	2%	-28%	0%	1%	3%
AMA1-RON2 inh	nt	0%	-20%	4%	255%[activator]	8%
AmpC inh detg	-3%	-2%	-7%	2%	7%	-9%
Sm TGR inh	0%	-13%	0%	0%	4%	-1%

13	COC(=O)c1cc(NC(=O)c2cc3c(-c4ccccc4F)nn(C)c3s2)cc(C(=O)OC)c1
14	CC1(C)Cc2ccccc2-c2nnc(-c3ccc4ccccc4n3)n21
15	CSc1nc2c(c(=O)[nH]1)C(c1cccs1)C1=C(CCCC1=O)N2 (stereo unspecified)
16	COc1ccc(S(=O)(=O)Nc2ccc(-c3cn4ccsc4n3)cc2)cc1C
17	COc1ccc(CN2CCCC(C(=O)c3cccc(OC(C)C)c3)C2)cc1Cn1cccn1 (stereo unspecified)
18	COc1ccccc1NC(=O)c1ccc(C)c(S(=O)(=O)N2CCCCC2)c1
assay / entry	13	14	15	16	17	18
HCMV inh	2	-34	-19	14	2	?
AmpC inh no detg	nt	-2%	-27%	nt	113%[activator]	-10%
FBPA Giardia inh	nt	0%	-6%	nt	5%	nt
AMA1-RON2 inh	nt	3%	-19%	nt	-3%	-6%
AmpC inh detg	2%	-4%	1%	10%	4%	15%
Sm TGR inh	4%	-8%	2%	4%	-10%	-3%

Part of the list above in order of SMILES length, rising:
11	O=C(Nc1cc(N2CCOCC2)ncn1)c1ccc(F)cc1
15	CSc1nc2c(c(=O)[nH]1)C(c1cccs1)C1=C(CCCC1=O)N2 (stereo unspecified)
1	O=C1c2ccccc2C(=O)N1Cc1cnc(N2CCN(c3ccccc3)CC2)s1
12	CCOC(=O)N1CCN(S(=O)(=O)c2ccc(F)c(C(=O)Nc3cccc(C)c3C)c2)CC1
assay / entry	11	15	1	12
HCMV inh	-38	-19	-35	9
AmpC inh no detg	-10%	-27%	-19%	21%
FBPA Giardia inh	1%	-6%	-2%	3%
AMA1-RON2 inh	255%[activator]	-19%	-3%	8%
AmpC inh detg	7%	1%	-14%	-9%
Sm TGR inh	4%	2%	0%	-1%

Going on with the list.
19	Cc1ccccc1NC(=O)COc1coc(CN2CCN(Cc3ccccc3)CC2)cc1=O
20	Cc1ccc2c(C)c(C(=O)Nc3c(C)n(C)n(-c4ccccc4)c3=O)oc2c1C
21	CCNC(=O)COC(=O)c1csc2c1CCCC2
22	C[C@@]12C(=O)N(CCO)CC(=O)N1[C@H](/C=C/c1ccccc1)[C@@H]1C(=O)N(c3ccccc3)C(=O)[C@@H]12
23	Cc1cccc(Cn2c(SCc3ccc(C(=O)NCc4cccs4)cc3)nc3ccncc32)c1
24	Cc1cccnc1N(C(=O)Nc1ccccc1)C1=NCC(C)(C)S1
assay / entry	19	20	21	22	23	24
HCMV inh	-34	20	14	0	-14	2
AmpC inh no detg	39%	26%	-6%	-1%	nt	-4%
FBPA Giardia inh	nt	9%	-3%	6%	nt	3%
AMA1-RON2 inh	-13%	17%	6%	-2%	nt	87%[activator]
AmpC inh detg	-6%	-8%	2%	-5%	-2%	-10%
Sm TGR inh	-10%	4%	5%	11%	-3%	6%

25	COc1ccccc1NC(=O)Nc1ccc(Cc2ccncc2)cc1
26	Cc1cc(=O)oc2cc(OCCSCCN3CCOCC3)ccc12
27	COc1cc(NS(=O)(=O)c2ccc(OC)c(C)c2C)c(OC)cc1Cl
28	CCN(Cc1nc(-c2ccc(OC)c(OC)c2)no1)S(=O)(=O)c1ccc(OC)cc1
29	CC[C@]12c3[nH]c4cc(-c5ccco5)ccc4c3CCN1C(=O)[C@@H](CC(=O)NCCc1ccccn1)C[C@@H]2C(=O)N1CCN(C(=O)C2CC2)CC1
30	CO/N=C/C(=N\Nc1ccccc1)C(=O)c1ccccc1
assay / entry	25	26	27	28	29	30
HCMV inh	7	27	?	1	-13	-39
AmpC inh no detg	-21%[2.29 µM]	17%	0%	nt	270%[activator]	-7%
FBPA Giardia inh	-9%	1%	-21%	nt	nt	2%
AMA1-RON2 inh	-2%	2%	0%	nt	38%[activator]	-24%
AmpC inh detg	?	?	-14%	0%	nt	1%
Sm TGR inh	9%	-30%	6%	7%	nt	-4%

31	COc1ccc(NC(=O)CN2CCOCC2)cc1
32	Cc1ccc(S(=O)(=O)Nc2cccc3c2O[C@H](CN(C)C(=O)Nc2cccc4ccccc24)[C@H](C)CN([C@H](C)CO)C3=O)cc1
33	CN(C)CCCNC(=O)/C(=N\O)c1ccccc1
34	CC1C/C(=C/c2ccco2)C(=O)/C(=C/c2ccco2)C1 (stereo unspecified)
35	CCc1ccc(C(=O)c2cn(CC(=O)NCc3ccc(C)cc3)c3nc(C)ccc3c2=O)cc1
36	CCOC1(OCC)N=C(N)C2(C#N)C(c3cccc(OC)c3OC)C12C#N (stereo unspecified)
assay / entry	31	32	33	34	35	36
HCMV inh	10	2	4	nt	4	-29
AmpC inh no detg	-12%	182%[activator]	-22%	-22%	nt	-17%
FBPA Giardia inh	?	nt	2%	?	nt	-29%
AMA1-RON2 inh	-28%	-4%	10%	nt	nt	0%
AmpC inh detg	5%	nt	1%	-15%	-11%	-1%
Sm TGR inh	-16%	nt	-3%	1.4µM*	-1%	-9%

37	Cc1ccc(CC(=O)Nc2ccc(F)c([N+](=O)[O-])c2)cc1
38	Cc1ccc(NC2CCCN(C(=O)CCC3(C)CC3)C2)cc1C (stereo unspecified)
39	CCC(=O)c1ccc(OCC(O)CN2C(=O)NC(C)(C)C2=O)cc1 (stereo unspecified)
40	Cc1ccccc1S(=O)(=O)N(CC(O)CN1C(=O)NC(C)(C)C1=O)c1ccccc1 (stereo unspecified)
41	Nc1c(Cl)cc(-c2cn(CCC(=O)O)c(-c3ccc(Cl)nc3)n2)cc1Cl
42	COc1ccc(CCN2CC(C(=O)O)CC2=O)cc1 (stereo unspecified)
assay / entry	37	38	39	40	41	42
HCMV inh	11	9	-18	?	-6	10
AmpC inh no detg	-17%	115%[activator]	1%	32%	-19%	-14%
FBPA Giardia inh	-3%	nt	-1%	-13%	nt	8%
AMA1-RON2 inh	-6%	-13%	3%	-13%	-5%	23%
AmpC inh detg	?	1%	?	-3%	0%	-5%
Sm TGR inh	-4%	2%	0%	3%	-10%	-1%

43	CCOC(=O)C1(Cc2ccccc2C)CCCN(C(=O)c2ccc(CSC)o2)C1 (stereo unspecified)
44	COC(C(=O)NNC(=O)Cc1ccc(Cl)cc1)c1ccccc1 (stereo unspecified)
45	CCc1ccccc1Nc1nn2c(=O)c3ccc(C(=O)Nc4ccc(OC)cc4)cc3nc2s1
46	COc1ccc(/C=C/C(=O)OCC(=O)NCCC2=CCCCC2)cc1
47	COc1ccc(C(=O)Nc2ccc(-n3nncc3-c3ccccc3)cc2)cc1OC
48	O=C(Nc1ccccc1)N1CCCC1c1cccs1 (stereo unspecified)
assay / entry	43	44	45	46	47	48
HCMV inh	3	-9	-25	-5	-7	-3
AmpC inh no detg	100%[activator]	8%	nt	5%	nt	-30%
FBPA Giardia inh	nt	3%	nt	2%	nt	1%
AMA1-RON2 inh	-2%	96%[activator]	nt	1%	nt	-3%
AmpC inh detg	-8%	2%	20%	9%	0%	-12%
Sm TGR inh	?	-2%	3%	0%	-2%	16%

49	O=C(CCCCCNC(=O)N1CCn2c1nc1ccccc12)NCc1ccccc1Cl
50	CCN(CC)C(=O)N1CCN(C(=O)N(CC)CC)CC1
51	CCC(C)(C)C1CCC2(CC1)NC(CO)(CO)CO2 (stereo unspecified)
52	Cn1c(CSCCOc2ccccc2)n[nH]c1=S
53	Cc1onc(-c2c(F)cccc2Cl)c1C(=O)OCC(=O)Nc1c(C)n(C)n(-c2ccccc2)c1=O
54	CC(C)NC(=S)N/N=C/c1sc(N2CCCCC2)nc1-c1cccs1
assay / entry	49	50	51	52	53	54
HCMV inh	-7	-16	-5	-17	-3	?
AmpC inh no detg	139%[activator]	-7%	-11%	-24%	47%	-6%
FBPA Giardia inh	7%	2%	-1%	-23%	-7%	-5%
AMA1-RON2 inh	6%	14%	23%	78%[activator]	16%	18%[11.6 µM]
AmpC inh detg	2%	6%	-12%	3%	-11%	-12%
Sm TGR inh	2%	0%	-18%	1%	-9%	6%

55	COC(=O)c1cc(-c2ccccc2)nc2nc(SC)[nH]c(=O)c12
56	COc1ccccc1N1CCN(C(CNS(C)(=O)=O)c2cccnc2)CC1 (stereo unspecified)
57	COc1cc(OC)c(S(=O)(=O)N2CCN(C(=O)c3ccco3)CC2)cc1NC(C)=O
58	O=C(c1ccco1)c1cn(Cc2ccc(Cl)cc2)c2ccccc12
59	C[C@@]12C(=O)N(CC3CC3)CC(=O)N1[C@H](C1CC1)[C@@H]1C(=O)N(c3ccccc3)C(=O)[C@@H]12
60	Cn1c(NC(=O)c2ccc(F)cc2)nc2ccccc21
61	COc1ccc(NC(=O)CSc2ccc3nnc(-c4ccccn4)n3n2)cc1OC
62	CC(C)(C)N1CSC(=S)N(Cc2ccccc2)C1
63	Cc1cnc(C(=O)OCC(=O)NCCCc2ccccc2)cn1
assay / entry	55	56	57	58	59	60	61	62	63
HCMV inh	-7	6	10	1	-30	66	23	54	-13
AmpC inh no detg	-19%	9%	-2%	-40%	-11%	-15%	-12%	-10%	-15%
FBPA Giardia inh	-18%	4%	-7%	-4%	-10%	-3%	-6%	-7%	2%
AMA1-RON2 inh	1%	-3%	-8%	-14%	-3%	55%[activator]	0%	17%	3%
AmpC inh detg	-10%	7%	2%	-4%	-9%	?	-1%	1%	3%
Sm TGR inh	-5%	-8%	-19%	2%	-13%	6%	5%	?	0%
